Screens deposited in PubChem by several laboratories.
RPL19A-GFP yeast: yeast TOR pathway RPL19A-GFP modulation; percent response vs DMSO, % at 10 µM; actives 0.3% (n = 330,000); S. cerevisiae RPL19A-GFP strain, flow cytometry, 3 h; hits give low values; AID 2025;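 active means percent response vs DMSO below 50%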;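 further: median channel GFP fluorescence of the barcoded RPL19A-GFP strain; ratio of sample median GFP to plate DMSO average so 100% = DMSO; lower means less RPL19A-GFP as with rapamycin TOR inhibition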
procasp7 counter: activates human procaspase-7, counter-screen for procaspase-3 activators; P55210; recombinant procaspase-7, Ac-DEVD-pNA absorbance 405 nm; D23A/D198A/D206A triple mutant, cannot self-cleave; scale: DMSO 0, 5 µM enzyme 100; activation, % at 8.5 µM; actives 0.093% (n = 330,000); AID 463210;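 active means percent activation above the screen-wide mean plus 3 SD, cut at about 25% in these data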
Target sequence (P55210 whole entry D23A/D198A/D206A): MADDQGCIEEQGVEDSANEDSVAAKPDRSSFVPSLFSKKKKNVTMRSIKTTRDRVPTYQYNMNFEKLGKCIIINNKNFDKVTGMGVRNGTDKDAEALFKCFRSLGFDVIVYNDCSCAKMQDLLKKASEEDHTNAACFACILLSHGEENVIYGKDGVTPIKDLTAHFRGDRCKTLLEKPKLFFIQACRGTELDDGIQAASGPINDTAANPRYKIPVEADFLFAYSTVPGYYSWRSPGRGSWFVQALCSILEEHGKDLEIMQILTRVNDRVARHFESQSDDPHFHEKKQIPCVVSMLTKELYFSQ
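Replicates: singlicate. Assay system: Procaspase-7 triple mutant (PC-7 D3A). Signal: 405 nm absorbance of p-nitroaniline. Times: 1 h preincubation, 2 h reaction. Buffer or medium: Zinc-free HEPES pH 7.4 with 300 mM NaCl, 0.01% Triton X-100. Also added: DEVD-pNA substrate. Benchmarks: DMSO wells as 0%, DMSO with 5 µM added PC-7 as 100%.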
MEP2 TOR yeast: yeast TOR pathway MEP2-GFP modulation; GFP response vs DMSO, % at 10 µM; AID 2016; S. cerevisiae MEP2-GFP strain, flow cytometry GFP, 3 h; 100% = DMSO control level; actives 0.51% (n = 330,000);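 active means GFP response versus DMSO above a set limit, roughly screen mean plus 3 SD, cut at about 180% in these data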;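 further: median GFP fluorescence of the barcode-gated MEP2-GFP cells per well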
AHR activator: activates the human aryl hydrocarbon receptor. actives 2.5% (n = 320,000). AID 2796. AHR-responsive luciferase reporter cells, luminescence. P35869. activation, % at 5 µM; in the data active means activation above about 47%;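 further: 0% = vehicle wells and 100% = reference agonist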
proCasp3 act: activates human procaspase-3; P42574; recombinant procaspase-3 D3A, Ac-DEVD-pNA absorbance 405 nm; activation, % at 8.5 µM; actives 0.11% (n = 330,000);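 active means activation above the mean of all tested compounds plus 3 SD, cut at about 21% in these data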;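 further: 0% = DMSO alone and 100% = DMSO wells spiked with extra 5 µM PC-3 D3A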
Target sequence (P42574 whole entry D9A/D28A/D175A): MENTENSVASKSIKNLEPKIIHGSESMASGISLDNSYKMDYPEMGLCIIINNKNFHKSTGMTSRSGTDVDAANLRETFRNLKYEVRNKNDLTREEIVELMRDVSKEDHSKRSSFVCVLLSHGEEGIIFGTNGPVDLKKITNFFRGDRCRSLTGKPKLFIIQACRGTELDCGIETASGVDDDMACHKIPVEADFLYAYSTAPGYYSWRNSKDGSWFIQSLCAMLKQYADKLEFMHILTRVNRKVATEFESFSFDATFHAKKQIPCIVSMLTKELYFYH
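Compound: 8.5 µM single point, 0.8% DMSO / Material: Autoprocessing-dead procaspase-3 D3A mutant enzyme / Timing: 1 h preincubation plus 2 h reaction at 25 °C / Medium: Zinc-free HEPES/NaCl buffer with 0.01% Triton X-100 at pH 7.4 / Technique: 405 nm absorbance of p-nitroaniline, reads at 0 and 120 min / Repeats: one well per compound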
JMJD2C inh: human JMJD2C demethylase inhibition; Q9H3R0; GST-JMJD2C(1-420) H3K9me3 demethylation, DELFIA europium; inhibition, % at 2.35 µM; actives 0.069% (n = 330,000); AID 2099;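 active means more than half of a compound's replicate wells show inhibition beyond 50%, single wells judged on their own value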;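 further: signal counts dimethyl H3K9 product captured on neutravidin plate; 0% = median of DMSO wells and 100% = 0.3 times that DMSO median; strong numbers were not always called active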
LAP4-GFP MLPCN: yeast TOR pathway LAP4-GFP modulation; S. cerevisiae LAP4-GFP multiplex, flow cytometry GFP, 3 h; median GFP as percent of DMSO wells; GFP response vs DMSO, % at 10 µM; actives 0.34% (n = 320,000);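 active means GFP response vs DMSO above a set limit, about the screen mean plus 3 SD, cut at about 150% in these data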
Yeast superoxide: caloric restriction mimetics inhibiting age-related superoxide in yeast | S. cerevisiae aged cells, superoxide DHE fluorescence; hits give low values | superoxide response (% of plate mean), % at 10 µM | actives 0.18% (n = 330,000) | AID 2690;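 active means superoxide response under a set limit, about three screen SD below normal, cut at about 65% in these data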;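 further: yeast aged for seven days with compound at 30 °C before DHE staining; 100% = average MFI of all compound-treated wells on the plate with controls excluded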
* marks the source's active call; other numbers are inactive results; i = inactive; / = no result given; & = joins results of further samples; [ ] = remark or other dose.

smiles	AHR activator	MEP2 TOR yeast	Yeast superoxide	procasp7 counter	RPL19A-GFP yeast	JMJD2C inh	LAP4-GFP MLPCN	proCasp3 act
Cn1c(O)c(C=NC2CCN(Cc3ccccc3)CC2)c(=O)n(C)c1=O	-3	106	102	2	97	2	101	-3
O=C(c1cccs1)C1CN2CCC1CC2 (stereo not given)	2	96	99	-5	99	7	99	-4
C#CCOc1ccc2c(c1)c(C(C)=O)c(C)n2Cc1ccccc1	7	105	110	5	96	4	111	-2
c1ccc(-c2nnc(C3CC(c4cccnc4)=NO3)o2)cc1 (stereo not given)	3	94	100	3	96	-12	95	10
COC(=O)C1=C(c2ccc3ccccc3c2)C[C@@H]2CC[C@H]1N2C(=O)NCc1ccco1	1	97	99	3	98	-1	103	-2
CC1CCCCN1C(=O)c1ccc(N2CC3CC(C2)c2cccc(=O)n2C3)c([N+](=O)[O-])c1 (stereo not given)	0	105	97	13	101	1	93	-3
CC(=O)Nc1nnc(CCN(CCc2nnc(NC(C)=O)s2)[N+](=O)[O-])s1	1	99	108	-3	97	3	107	-3
Cc1ccc(N(C)C(=O)Oc2cccc3ccc(C)nc23)cc1	4	98	96	-5	96	-44	104	1
Cc1cccc(C)c1NC(=O)CN(C)CC(=O)Nc1ccc(C#N)c(Cl)c1	0	116	111	0	101	-20	108	6
Clc1ccc(N2CCNCC2)nn1	-4	100	101	1	101	-4	94	5
O=C(C(=O)N1CCC2(CC1)OCCO2)c1c[nH]c2ccccc12	4	98	70	-7	104	1	95	7
Cc1[nH]c2c(Cl)cccc2c1CCN	4	102	101	4	102	0	101	2
COc1ccc2[nH]c(C)c(CCNCc3cc(OC)c(OC)c(OC)c3)c2c1	3	109	102	6	105	-11	110	2
N=C1SCC(=O)N1Cc1ccccc1	-1	101	99	1	95	3	100	-6
CC(C)C(=O)Nc1ccc(S(=O)(=O)N2CC3CC(C2)c2cccc(=O)n2C3)cc1 (stereo not given)	-2	90	93	2	100	1	88	2
CN(C)C(=O)Oc1c(Cl)cc(Cl)c2ccccc12	0	97	104	12	97	4	93	-6
Cn1c(O)c(/C=N/NC(=O)c2ccncc2)c(=O)[nH]c1=S	9	96	103	-9	90	2	101	-8
O=C(COc1ccccc1F)N1CCN(CCN2C(=O)c3cccc4cccc(c34)C2=O)CC1	1	99	91	5	101	-15	100	2
COC(=O)C1=C(c2cccc(OCc3ccccc3)c2)C[C@@H]2CC[C@H]1N2C(=O)NCCN1CCOCC1	-1	89	94	-3	94	-9	91	3
C[C@H]1CCCC(=O)CCCCCc2cc(O)cc(O)c2C(=O)O1	-2	95	89	-1	98	19	117	5

The final 3 records of the part above are carried over, then new ones follow:
smiles	AHR activator	MEP2 TOR yeast	Yeast superoxide	procasp7 counter	RPL19A-GFP yeast	JMJD2C inh	LAP4-GFP MLPCN	proCasp3 act
O=C(COc1ccccc1F)N1CCN(CCN2C(=O)c3cccc4cccc(c34)C2=O)CC1	1	99	91	5	101	-15	100	2
COC(=O)C1=C(c2cccc(OCc3ccccc3)c2)C[C@@H]2CC[C@H]1N2C(=O)NCCN1CCOCC1	-1	89	94	-3	94	-9	91	3
C[C@H]1CCCC(=O)CCCCCc2cc(O)cc(O)c2C(=O)O1	-2	95	89	-1	98	19	117	5
CC1(C)NCCN2C(=O)CSC21 (stereo not given)	0	100	103	0	101	-2	100	2
O=c1c(C=NCc2cccs2)c(O)n(C2CCCCC2)c(=O)n1C1CCCCC1	0	95	106	-3	97	-87	94	-3
COc1ccc(-n2c(O)c(/C=C3\C=Nc4ccc(Br)cc43)c(=O)[nH]c2=O)cc1	14	96	107	-6	96	-16	86	-18
Nc1c(C(=O)NCc2ccco2)c2nc3ccccc3nc2n1CCN1CCOCC1	6	109	100	-8	104	3	85	-15
CCOP(=O)(OCC)/C(C#N)=C/c1ccoc1	/	105	97	/	104	1	97	/
CC(C)(C)c1cc(C=C(C#N)C#N)cc(C(C)(C)C)c1O	1	99	85	0	110	5	113	9
COc1ccc(OCC#CCN2CCNCC2)cc1	1	106	100	7	103	9	97	7
Cc1ccc(C)c(NP(=O)(Oc2ccccc2)Oc2ccccc2)c1	11	100	112	-3	100	-15	79	-5
CC(NC(=O)Oc1ccccc1)C(c1cccs1)N1CCOCC1 (stereo not given)	0	94	90	7	95	-10	93	-4
COc1ccc(OC)c(N2C(=O)NC(=O)/C(=C/c3ccc([N+](=O)[O-])s3)C2=O)c1	2	95	76	-12	89	-2	141	-2
CCN(CC)c1ccc(N=Cc2c(O)n(-c3ccccc3)c(=O)[nH]c2=O)cc1	8	97	103	-24	97	-26	111	-15
CCN(CC)c1ccc(C=C2C(=O)NC(=S)NC2=O)cc1	-1	98	99	1	89	-1	212*	-9
OC(c1ccc(F)cc1)(c1ccc(F)cc1)[C@@H]1CCCN1	-2	107	113	-4	106	-13	106	-5
CCCCCCCSc1cc(OC)c(CCN(C)C)cc1OC	0	98	96	-2	98	3	101	-3
Cc1ccc(C)c(OCC(=O)N2CCN(Cc3ccc4c(c3)OCO4)CC2)c1	0	100	77	0	97	3	106	2
O=C(c1ccc2nc3ccc(Cl)cc3c(=O)n2c1)N1CCC2(CC1)OCCO2	4	108	107	0	93	/	119	-2
CCOC(=O)C1=C(N)OC(C)=C(C(=O)OCCOC)C12C(=O)Nc1ccccc12 (stereo not given)	27	100	97	-5	99	5	90	-3
COc1ccc2nc(NC(=O)CCc3nc(C4=CCN(C)CC4)no3)sc2c1	9	99	106	-1	100	-10	91	9
NC(=O)CN1CC(c2ccccc2)CC1=O (stereo not given)	1	102	83	-4	99	6	104	4
Cc1cc(C=C(C#N)C#N)ccc1N1CCCC1	-3	96	90	-9	105	-13	97	-11

Molecules from the list above that have a Cl atom:
smiles	AHR activator	MEP2 TOR yeast	Yeast superoxide	procasp7 counter	RPL19A-GFP yeast	JMJD2C inh	LAP4-GFP MLPCN	proCasp3 act
Cc1cccc(C)c1NC(=O)CN(C)CC(=O)Nc1ccc(C#N)c(Cl)c1	0	116	111	0	101	-20	108	6
Clc1ccc(N2CCNCC2)nn1	-4	100	101	1	101	-4	94	5
Cc1[nH]c2c(Cl)cccc2c1CCN	4	102	101	4	102	0	101	2
CN(C)C(=O)Oc1c(Cl)cc(Cl)c2ccccc12	0	97	104	12	97	4	93	-6
O=C(c1ccc2nc3ccc(Cl)cc3c(=O)n2c1)N1CCC2(CC1)OCCO2	4	108	107	0	93	/	119	-2

(list continues)
smiles	AHR activator	MEP2 TOR yeast	Yeast superoxide	procasp7 counter	RPL19A-GFP yeast	JMJD2C inh	LAP4-GFP MLPCN	proCasp3 act
CCCCCn1c(N)c(C(=O)NCc2cccs2)c2nc3ccccc3nc21	21	100	i	-34	103	12	107	18
Cc1ccc(CN2CCCC(C(=O)c3cccc(C(F)(F)F)c3)C2)o1 (stereo not given)	-1	99	84	8	95	2	99	1
C[C@]1(O)CCC2C3CC[C@H]4C[C@@H](OC(=O)CNC(=O)CN)CC[C@]4(C)C3CC[C@@]21C (stereo not given in full)	0	104	88	11	93	7	108	1
CCN1c2nc3c(C)cccn3c(=O)c2CC2(C(=O)N(C)C(=O)N(C)C2=O)C1C (stereo not given)	2	109	122	-6	106	-3	101	3
COC(=O)C(=O)N1CC2(C)CNCC(C)(C1)C2=O	-1	89	96	1	96	-4	100	7
CCOP(=O)(OCC)C(NC(=O)C(Cl)Cl)C(Cl)(Cl)Cl (stereo not given)	2	96	109	11	98	-2	95	5
OC1/C(=C/c2ccc(Cl)cc2Cl)N2CCC1CC2 (stereo not given)	1	97	94	-2	101	-12	100	-1
Oc1ccc2c3c1O[C@H]1c4oc5ccccc5c4C[C@@]4(O)[C@@H](C2)N(CC2CC2)CC[C@]314	0	99	106	8	94	16	101	-1
COc1cc(C[C@@H](C)N)c(OC)cc1I	1	97	90	5	98	34	125	-2
Cn1cc(C(=O)N2CCOCC2)c2ccccc21	-1	116	98	2	101	2	102	-5
O=C1NC(=O)C(=Cc2cccc(OCCOc3ccccc3)c2)C(=O)N1	3	105	104	-20	106	11	102	-6
Fc1ccccc1CNC1CN2CCC1CC2 (stereo not given)	-3	92	73	6	96	6	102	4
O=C(C1CCN(S(=O)(=O)c2ccccc2)CC1)N1CCC2(CC1)OCCO2	1	333*[may fluoresce violet]	95	1	67[may fluoresce violet]	-1	110[may fluoresce violet]	-8
C1CC2OC2CC1C1CO1 (stereo not given)	-2	99	117	6	95	-15	99	3
Nc1c(C(=O)NCc2ccco2)c2nc3ccccc3nc2n1Cc1ccc(F)cc1	-1	98	90	-7	101	3&0	102	0
COc1ccc(N2C(=O)CC(=O)NC2=O)cc1	2	91	85	-15	102	2	96	0
O=C(N/N=C/c1c(O)n(CCC2=CCCCC2)c(=S)[nH]c1=O)c1ccccc1	9	104	87	-54	108	26	97	-26
COC1=CCC2([N+](=O)[O-])CN(C)CC1([N+](=O)[O-])C2 (stereo not given)	-3	98	94	7	108	0	88	2

An excerpt of these results, with values under each structure.
Below each compound: AHR activator | MEP2 TOR yeast | Yeast superoxide | procasp7 counter | RPL19A-GFP yeast | JMJD2C inh | LAP4-GFP MLPCN | proCasp3 act
CC(=O)Nc1nnc(CCN(CCc2nnc(NC(C)=O)s2)[N+](=O)[O-])s1
    1 | 99 | 108 | -3 | 97 | 3 | 107 | -3
Cc1ccc(N(C)C(=O)Oc2cccc3ccc(C)nc23)cc1
    4 | 98 | 96 | -5 | 96 | -44 | 104 | 1

These rows are one share of the data. The share of hits here may be higher or lower than overall.
